# Source: PubChem
# 697 NFkB inh – lowers PMA/ionomycin-induced NF-kB signal in 697 B cells. inhibition, % at 4 µM. AID 435022. 0.33% of 330,000 active. 697 B-cell NF-kB luciferase reporter, 16 h; in the data active = inhibition above about 35%
# HKDC1 inhibitor – blocks human hexokinase HKDC1 activity; Q2TB90; recombinant HKDC1, G6PDH/diaphorase resazurin coupled fluorescence; inhibition, % at 20 µM; 0.16% of 340,000 active; AID 493160;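 active = inhibition above about 35% when tested at 20 µM, limit read from the data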;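 also: plate controls were DMSO wells with enzyme for no effect and DMSO wells lacking enzyme for full effect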
#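 Test system: Recombinant HKDC1 (HK5) hexokinase enzyme, produced in-house | Input: HKDC1 at 5 µg/mL | Buffer or medium: Tris pH 8.0 buffer with MgCl2, Tween-20, BSA, BME | Schedule: 90 min reaction incubation at room temperature, dark | Technique: Resazurin-to-resorufin fluorescence via G6PDH and diaphorase coupling, 525/613 nm | Controls: DMSO wells with and without enzyme mix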
# UBC13 polyUb – inhibitors of human UBC13 polyubiquitin chain formation | P61088 | TR-FRET | inhibition, % at 20 µM | 0.47% of 330,000 active | AID 485273; in the data active = inhibition above about 45%, passing the limit was not always enough; inconclusive = no clear call, values can overlap the other calls
# Target sequence (P61088 whole entry, looked up): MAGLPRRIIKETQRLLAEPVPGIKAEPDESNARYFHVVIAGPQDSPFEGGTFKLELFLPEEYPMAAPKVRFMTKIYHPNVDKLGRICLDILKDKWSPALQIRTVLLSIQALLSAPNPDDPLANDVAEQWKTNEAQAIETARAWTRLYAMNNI
# Apaf1 inhib – blocks human Apaf-1 apoptosome activity; O14727; reconstituted apoptosome caspase-3 activity, DEVD-Rh110 fluorescence; inhibition, % at 20 µM; 0.71% of 330,000 active; AID 489030; active = inhibition of at least 40% at 20 µM;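 also: plate controls were DMSO wells for no effect and DEVD-CHO caspase inhibitor wells for full effect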
#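 Material: reconstituted apoptosome with Apaf-1, cytochrome c, caspase-9, procaspase-3, dATP. Technique: Rh110 fluorescence intensity. Buffer or medium: pH 7.5 Hepes buffer with CHAPS, BSA, DTT. Times: 30 min plus 50 min, RT.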
# Jurkat NFkB inh – lowers PMA/ionomycin-induced NF-kB signal in Jurkat cells | PMA/ionomycin-induced NF-kB luciferase reporter, luminescence | inhibition, % at 4 µM | 0.53% of 330,000 active | AID 435003
# SENP8 inh – SENP8 protease inhibition | Q96LD8 | purified SENP8, Z-RLRGG-aminoluciferin cleavage, luminescence | inhibition, % at 10 µM | 1.2% of 330,000 active | AID 2540
# Target sequence (Q96LD8 whole entry, looked up): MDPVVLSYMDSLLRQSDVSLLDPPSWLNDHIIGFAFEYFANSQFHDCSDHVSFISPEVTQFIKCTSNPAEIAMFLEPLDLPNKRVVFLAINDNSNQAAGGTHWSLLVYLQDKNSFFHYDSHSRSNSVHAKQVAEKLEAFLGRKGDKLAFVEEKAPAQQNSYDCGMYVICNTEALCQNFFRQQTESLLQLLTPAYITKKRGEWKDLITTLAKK
# Gli-Sufu antag – antagonists of Gli-Sufu signaling; Sufu-KO-LIGHT fibroblasts, Gli luciferase reporter luminescence; inhibition, % at 5 µM; 0.74% of 340,000 active;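 active = inhibition above about 55%, limit read from the data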;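 also: 0% = DMSO-treated cells and 100% = wells with medium but no cells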
# SENP7 block – blocks the human protease SENP7 | recombinant SENP7, Z-RLRGG-aminoluciferin luminescence, 40 min | 1.5% of 330,000 active | Q9BQF6 | AID 434973 | inhibition, % at 5 µM;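 active = inhibition above about 50% at the single test dose, limit read from the data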;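 also: plate controls were DMSO with enzyme for no effect and no enzyme buffer wells for full effect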
# Target sequence (Q9BQF6 706-1050 limits assumed): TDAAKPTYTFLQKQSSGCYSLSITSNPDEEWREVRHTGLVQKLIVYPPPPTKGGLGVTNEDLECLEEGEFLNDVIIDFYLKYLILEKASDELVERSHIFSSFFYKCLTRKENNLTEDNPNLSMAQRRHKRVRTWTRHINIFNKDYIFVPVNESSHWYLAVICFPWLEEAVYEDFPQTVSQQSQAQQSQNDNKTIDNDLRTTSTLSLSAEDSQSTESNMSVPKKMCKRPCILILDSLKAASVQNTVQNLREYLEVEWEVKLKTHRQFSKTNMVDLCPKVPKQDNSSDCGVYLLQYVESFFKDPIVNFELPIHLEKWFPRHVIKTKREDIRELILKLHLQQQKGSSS
# Numbers without * were called inactive; u = inconclusive; x = no result given. Rule as the data show it, unless noted: active = inhibition above about 50%; inactive = the rest.
SMILES,697 NFkB inh,HKDC1 inhibitor,UBC13 polyUb,Apaf1 inhib,Jurkat NFkB inh,SENP8 inh,Gli-Sufu antag,SENP7 block
O=C(CCc1ccccc1)Nc1ccc(NC(=O)C2CCCCC2)nc1,-25,0,-6,2,-15,1,-16,4
Cc1ccc(S(=O)(=O)NCC(=O)NCC2COc3ccccc3O2)cc1C (stereo not given),19,-6,-5,4,-6,3,-2,3
CCO[C@H]1OC(C(=O)N2CCN(C)CC2)=C[C@@H](c2coc3ccccc3c2=O)[C@@H]1CCCO,8,-6,-3,-9,4,9,6,3
CCCCN(Cc1ccccc1)C(=O)C1CCN(S(=O)(=O)c2c(C)noc2C)CC1,7,-9,2,7,-2,-5,7,-8
CCCn1c(SCC(=O)NC(=O)NC(C)(C)C)n[nH]c1=O,5,-2,0,1,3,-10,-19,2
CCC(Sc1nc(C)cc(C)n1)C(=O)Nc1ccc(S(N)(=O)=O)cc1 (stereo not given),1,-4,16,-24,8,6,4,4
CC(C)(C)NCC(O)COc1cccc2[nH]c(=O)[nH]c12 (stereo not given),33,-2,-9,1,-13,-3,-4,-6
C/C(=N\NC(=O)C1(C)CC1(Br)Br)c1cccc(NC(=O)c2ccc(C)o2)c1 (stereo not given),18,-5,10,1,7,8,0,1
COc1ccc(N2CCN(C(=O)Cc3coc4cc(C)ccc34)CC2)cc1,-4,3,-8,-2,1,-5,-2,-1
CCC(=O)Oc1ccc(-c2nc(-c3cccnc3)no2)cc1,-84,-8,2,1,-57,97*,-89,99*
COc1ccccc1NC(=O)C1CC(C(C)C)OC1=O (stereo not given),-1,-4,7,-12,4,2,2,1
CCc1sc2nc(SCC(=O)Nc3cc(C)on3)n(-c3cccc(OC)c3)c(=O)c2c1C,1,-1,-16,24,4,-3,-4,-4
CCOC(=O)c1c(C)[nH]c(C)c1S(=O)(=O)NCc1ccc(OCC)cc1,10,2,4,4,8,2,-4,5
O=C(Nc1ccc(C(=O)N2CCN(c3ccccc3F)CC2)cc1)C1=CSCCO1,-9,-1,1,-1,5,-2,6,-3
NC(=O)C1CCN(c2nc(-c3ccccc3F)cs2)CC1,-138,-2,9,10,5,5,-131,0
COc1ccc(/C=N/NC(=O)c2ccncc2)cc1CN1CCCc2ccccc21,20,-1,20,-4,16,5,1,4
COc1cc(/C=C2/C(=O)NN(c3cccc(Cl)c3)C2=O)cc(Br)c1O,7,25,-275,6,5,4,18,-3
C=CC[C@@H](CC(=O)NCCO)C(=O)N[C@H](C)COC(=O)[C@@H](CC=C)CC(=O)OC(C)(C)C,9,-7,2,5,6,-2,-1,6
CN(C)/C=C(/C(=O)c1ccccc1Cl)S(=O)(=O)c1ccccc1,19,-6,-1,-8,1,-7,5,-5
COc1cc(-c2nnc(COC(=O)CSCC(=O)Nc3cc(C)on3)o2)cc(OC)c1OC,6,-2,4,-5,-10,1,-4,3
Cc1onc(-c2ccccc2Cl)c1C(=O)N(Cc1nc(-c2ccccc2)no1)C1CCCCC1,-4,19,4,13,8,-3,-5,0
O=C1C(Cl)=C(Nc2ccc(F)cc2)C(=O)N1CCc1ccccc1,0,21,9,4,-8,0,-16,-4
COc1ccc(S(=O)(=O)N2CCCCCC2)cc1NC(=O)c1c2c(nc3ccccc13)CCN(Cc1ccccc1)C2,-2,-3,-5,7,0,-2,11,4
CC(=O)c1cc2c(cc1NC(=O)CN1CCC(Cc3ccccc3)CC1)OCO2,-11,4,8,29,8,-2,0,-2
Cc1cc(C)nc(-n2cc(C(=O)c3cc(F)ccc3O)cn2)n1,-5,0,0,-5,13,7,-10,0
O=C(COc1cccnc1[N+](=O)[O-])N1CCC(Cc2ccccc2)CC1,6,-3,16,10,10,4,9,-10
COc1ccc(CCC(=O)NCC(=O)OCc2ccccc2)cc1,9,3,1,0,4,1,6,-9
Cc1nnc2nc(-c3ccccc3)nc(-c3ccccc3)n12,20,1,21,12,5,5,6,2
CN(Cc1ccc(F)cc1)Cc1nc(CCc2ccccc2)no1,2,-4,-8,-143,-7,2,-1,-18
C=C(C)C(=O)Nc1cccc(C2=NOC3(C2)C[C@@H](C(N)=O)N(C(=O)C(=C)C)C3)c1 (stereo not given in full),9,0,-119,-291,14,11,2,4
COC(=O)C(C)n1cnc2c(nnn2-c2ccc(C)cc2)c1=O (stereo not given),7,-5,0,3,9,-8,26,-1
Cc1ccc2nc(C(=O)N3CCc4c([nH]c5ccccc45)C3c3ccccn3)cn2c1 (stereo not given),-27,-9,-9,13,-2,-2,4,-6
COc1ccc(OC)c(NC(=O)C2CCCN(S(=O)(=O)c3c(C)noc3C)C2)c1 (stereo not given),-18,0,3,2,-3,1,3,0
CCOC(=O)c1ccc(-n2c(CC)nc3ccccc3c2=O)cc1,-1,x,-10,-2,-5,8,x,5
O=C(COC(=O)/C=C/c1ccc(OC(F)F)cc1)NCCN1C(=O)CSC1=O,8,-5,-11,21,-6,-6,-1,-7
CCOc1cc(C)nc(N2CCN(C3CCCCC3)CC2)n1,-6,4,-2,3,-6,-6,-2,9
COc1ccc(CCNC(=O)CC2SC(=NCCc3ccccc3)NC2=O)cc1OC (stereo not given),-10,-4,-8,4,4,-1,-2,-21
CCOC(=O)C1(CCOc2ccccc2)CCN(Cc2cnc(SC)nc2)CC1,-5,-5,-1,9,4,-1,24,-5
Cc1ccccc1C(=O)Nc1ccccc1C(=O)N/N=C\c1ccco1,14,-3,4,-16,-1,-3,-4,8
CCc1cc(C(=O)N2CCCC(CCC(=O)N3CCN(c4ccccn4)CC3)C2)no1 (stereo not given),-7,-10,-2,7,-15,-2,11,3
Nc1[nH]ncc1N=Nc1ccc(Cl)cc1,-42,-1,16,12,-54,-20,-31,-2
CCOC(=O)C1=CN(Cc2ccco2)S(=O)(=O)N(C)C1c1cccc(OC)c1 (stereo not given),3,-4,x,19,x,x,3,-2
CCOC(=O)/C(=C/c1c(C)n(C)c2ccc([N+](=O)[O-])cc12)C(C)=O,13,10,-1,3,11,0,24,-5
CN(NC(=O)COc1ccccc1)c1ccccc1,-10,17,9,-1,4,4,1,2
CC(=O)Oc1ccc(C(=O)[C@H]2[C@H]3C(=O)N(c4ccc(C)cc4C)C(=O)[C@H]3[C@@H]3C=CC=NN32)cc1,17,-1,-17,7,15,8,-15,-1
C=CCN(CC=C)C(=O)C(=O)c1ccn(-c2c(C)csc2C(=O)OC)c1,9,-8,12,-14,13,-1,-6,2
O=C(N/N=C/c1ccc(F)cc1)c1ccc(Br)cc1,11,-12,-5,-22,3,-12,-30,-4
CCOC(=O)c1c(C)[nH]c(C(=O)CC(=O)OC)c1C,-2,-10,-7,-4,-6,2,-5,6
CCCCOc1ccc(C(=O)NCC(=O)N2CC=C(c3ccccc3)CC2)cc1,7,5,-6,5,6,-2,6,-2
COc1ccc2[nH]c(=O)c(CN(Cc3ccccc3)C(=S)NCC3CCCO3)cc2c1 (stereo not given),-4,18,4,10,7,6,20,9
CCOC(=O)Cn1cc(/C=N/NC(=O)c2cc3ccccc3o2)c2ccccc21,-5,0,-7,-8,-2,-4,-5,12
CC1CC(=O)Nc2ccccc2S1(=O)=O (stereo not given),-4,6,-1,0,-8,-5,8,3
O=C(NCC1CC1(Cl)Cl)Nc1ccc(Cl)c(Cl)c1 (stereo not given),-28,7,10,12,-67,-8,-10,7
CCOC(=O)N1CCN(C(=O)C(=O)c2cn(CC(=O)N3CCCCCC3)c3ccccc23)CC1,6,2,-16,6,1,-8,-9,-13
COc1ccc(-c2ccc(C#N)c(SCC(=O)OCc3ccccc3)n2)cc1OC,7,6,u,3,-10,5,4,3
CCOC(=O)c1c(O)c2ccccc2oc1=O,9,4,-8,0,-3,-9,-1,2
